XiGFP reactiv – activators of inactive X chromosome reactivation, primary screen, imaging, XiGFP fibroblasts, GFP high-content imaging, set 2 | XiGFP mouse fibroblasts, % GFP-positive cells imaging, 3 d; cells co-treated with 5-aza-dC sensitizer; scaled so ellipticine positive control = 100% | activation, % at 7.58 µM | hit rate 0.055% among 360,000;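 active = mean normalized replicate activation at least 10% and every replicate at or above 10%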;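 note: 0% = median of on-plate neutral control wells and 100% = ellipticine 6 µM median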
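Assay system: SV40-immortalized XiGFP fibroblast cells, line 68-5-11; buffer or medium: DMEM plus 5-aza-dC sensitizer; compound: one concentration, pinned; timing: compounds 3 days, fix/stain 15 min at room temperature; benchmarks: positive control ellipticine, 6 µM final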
ERAP1 HTS inh – human ERAP1 aminopeptidase inhibitors, primary screen, biochemical, single point, plate reader; Endoplasmic reticulum aminopeptidase 1 (Homo sapiens), Q9NZ08; recombinant ERAP1, Leu-AMC fluorescence, 60 min; inhibition, % at 10.7 µM; hit rate 0.15% among 340,000;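 active = mean replicate inhibition of at least 30%, or all replicates individually reaching that 30% level; inactive = mean below 30% and not every replicate reaching it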;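 note: 0% = neutral control wells and 100% = L-leucinethiol positive control wells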
Target sequence (Q9NZ08 whole entry, looked up): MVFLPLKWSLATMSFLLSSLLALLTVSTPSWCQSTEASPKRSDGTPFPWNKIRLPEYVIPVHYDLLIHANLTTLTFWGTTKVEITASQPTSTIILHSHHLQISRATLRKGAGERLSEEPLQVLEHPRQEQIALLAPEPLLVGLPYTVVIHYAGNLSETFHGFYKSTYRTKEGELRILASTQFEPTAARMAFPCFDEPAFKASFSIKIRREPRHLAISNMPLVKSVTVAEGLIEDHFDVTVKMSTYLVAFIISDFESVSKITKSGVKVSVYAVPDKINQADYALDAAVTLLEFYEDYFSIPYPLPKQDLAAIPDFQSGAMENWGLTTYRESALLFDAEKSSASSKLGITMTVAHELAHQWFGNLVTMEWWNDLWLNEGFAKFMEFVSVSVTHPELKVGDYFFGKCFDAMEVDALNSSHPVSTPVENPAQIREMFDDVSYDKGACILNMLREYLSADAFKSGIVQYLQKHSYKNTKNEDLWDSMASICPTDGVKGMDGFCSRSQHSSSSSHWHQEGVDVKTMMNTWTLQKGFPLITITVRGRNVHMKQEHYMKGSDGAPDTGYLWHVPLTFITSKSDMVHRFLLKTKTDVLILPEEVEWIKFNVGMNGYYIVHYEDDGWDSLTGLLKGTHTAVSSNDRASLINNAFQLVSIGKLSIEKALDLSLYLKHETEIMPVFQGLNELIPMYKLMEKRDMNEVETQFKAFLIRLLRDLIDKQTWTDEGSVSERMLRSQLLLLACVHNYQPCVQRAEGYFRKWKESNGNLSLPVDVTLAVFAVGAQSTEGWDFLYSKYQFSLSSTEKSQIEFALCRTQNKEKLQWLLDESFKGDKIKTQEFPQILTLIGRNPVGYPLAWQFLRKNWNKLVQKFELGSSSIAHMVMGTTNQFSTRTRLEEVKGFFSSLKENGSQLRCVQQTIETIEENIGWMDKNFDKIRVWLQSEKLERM
S100A4 MyoIIA – inhibitors of S100A4-myosin IIA peptide binding, primary screen, biochemical, fluorescence polarization, TAMRA-MyoIIA peptide. inhibition, % at 10.7 µM. AID 652163, 2013. Protein S100-A4 (Homo sapiens), P26447. hit rate 0.14% among 360,000;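 active = mean inhibition of at least 70% across replicates, with every replicate also reaching that level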
Target sequence (P26447 whole entry, looked up): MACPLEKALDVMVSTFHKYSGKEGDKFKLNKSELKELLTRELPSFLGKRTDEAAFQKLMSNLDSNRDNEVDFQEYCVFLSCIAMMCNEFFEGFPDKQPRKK
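Material: human S100A4 monomer with TAMRA-labelled myosin IIA peptide; buffer or medium: HEPES pH 7.2 with CaCl2, KCl, NaCl, DTT, Triton; compound dosing: one concentration per compound; schedule: 5 min incubation before reading; benchmarks: neutral control DMSO, positive control TFP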
Statin myotox sup – suppressors of statin myotoxicity in C2C12 myotubes, primary screen, cell-based, single point, plate reader | C2C12 myotubes + simvastatin, ATP luminescence, 48 h; scaled: DMSO 0, geranylgeraniol control 100 | rescue of ATP level, % at 7.49 µM | hit rate 0.78% among 330,000;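 active = mean ATP rescue above about 67%, or every replicate alone reaching that limit, limit read from the data, passing the limit was not always enough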;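 note: myotubes were challenged with 10 µM simvastatin during compound exposure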
Cneo AK release – Cryptococcus neoformans cell lysis inducers, primary screen, AK release luminescence, single concentration; C. neoformans lysis, adenylate kinase release luminescence, 4 h; normalised: neutral wells 0, clomiphene wells 100; lysis activity, % at 15 µM; hit rate 0.2% among 360,000; AID 651654, 2012;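 active = mean lysis activity across replicates of at least 80%, whatever share of replicates individually reach that level; inactive = mean lysis activity below 80%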
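Material: C. neoformans cells; Schedule: 4 h static compound exposure, 37 °C, read 1 h post-reagent; Measured by: adenylate kinase release luminescence; Read-out: signal increase indicating cell lysis; Controls: Clomiphene as positive lysis control.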
PGC1a acetyl inh – inhibitors of PGC1a acetylation signal, primary screen, cell-based, U2OS, AlphaScreen, inhibitor mode; hit rate 0.17% among 350,000; AlphaScreen anti-acetyl-lysine; with virally co-expressed GCN5 acetyltransferase; AID 651687, 2012; inhibition, % at 15.6 µM;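 active = every replicate shows inhibition of at least 40%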;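 note: 0% = neutral control wells and 100% = positive control wells; some results beyond the cut were filed as inactive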
LGR2 inh – inhibitors of bursicon-induced LGR2 CRE-luciferase signal, primary screen, cell-based, HEK293, CRE-luciferase reporter, bursicon stimulation; Drosophila bursicon receptor LGR2 (rickets); bursicon-stimulated, 4 h; inhibition, % at 9.99 µM; hit rate 0.35% among 380,000; AID 720647, 2013;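 active = drop in luminescence signal, shown as inhibition above about 50% in the replicate tests, limit read from the data, passing the limit was not always enough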;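 note: agonist challenge used bursicon conditioned medium at about half maximal strength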
SIRT5 inh – SIRT5 desuccinylase inhibitors, primary screen, biochemical, fluorescence imaging, single point, set 5; NAD-dependent protein deacylase sirtuin-5, mitochondrial (Homo sapiens), Q9NXA8; Purified SirT5, succinyl-peptide AMC, trypsin-coupled fluorescence; inhibition, % at 15 µM; hit rate 1.1% among 330,000; in the data active = inhibition above about 15%
Numbers without * were called inactive; / = no result given; & = joins results of further samples. Some of the compounds tested. The share of hits here may be higher or lower than overall.

Structure | XiGFP reactiv | ERAP1 HTS inh | S100A4 MyoIIA | Statin myotox sup | Cneo AK release | PGC1a acetyl inh | LGR2 inh | SIRT5 inh
C=CCOC(=O)C1=C(C)NC(SCC(=O)N(CC)CC)=C(C#N)C1c1ccco1 (configuration not stated) | 0.0 | 1 | 0 | 2&-39 | 0&1 | -14&-2 | 7 | 0
COc1ccc([C@H]2CC(=O)C=C(/C=C/c3ccc(Cl)cc3)C2)cc1 | 0.2 | -3 | -2 | -8 | 0 | / | -20 | 7
O=C(COC(=O)CNC(=O)c1ccc(Cl)cc1)Nc1ncc(C(F)(F)F)cc1Cl | 0.0 | 1 | -2 | / | / | / | -2 | -3
Cc1ccc(CN2CCN(Cc3ccc4cccc(F)c4n3)CC2CCO)cc1 (configuration not stated) | 0.0 | -4 | 13 | 13 | -2 | -19 | -3 | -4
CO[C@H]1CN(C)C(=O)c2ccc(NS(=O)(=O)c3cn(C)cn3)cc2OC[C@H](C)N(C)C[C@@H]1C | 0.0 | -2 | 1 | / | / | 4 | 0 | 7
COC(=O)c1ccc(/C=N/OCC(=O)NCc2ccc(F)cc2)cc1 | 0.0 | 3 | -5 | 7 | / | -6 | -12 | 1
COc1cc(C(=O)Nc2c(C)cc(C)cc2C)c(Br)c(OC)c1OC | 0.0 | 0 | -1 | / | / | / | -7 | 0
Cc1ccc2[nH]c(CN3CCN(C)C(CCO)C3)c(C)c2c1 (configuration not stated) | 0.4 | -3 | -1 | -20 | 2 | 11 | 4 | -3
O=C(C1CCCCC1)N1CCC2CC1c1cc(Cl)ccc12 (configuration not stated) | / | -6 | -5 | -2 | 1 | -3 | 2 | 1
COc1ccc(CN(C)C[C@@H]2Oc3c(NS(=O)(=O)c4cn(C)cn4)cccc3C(=O)N([C@@H](C)CO)C[C@H]2C)cc1 | 0.1 | 4 | -9 | 1 | -2 | 5 | -12 | 1
C[C@H]1CCCCO[C@@H](CN(C)S(=O)(=O)c2ccccc2)[C@@H](C)CN([C@@H](C)CO)C(=O)c2cc(NC(=O)c3ccccc3)ccc2O1 | -0.1 | -3 | -17 | / | -2 | 2 | 19 | 5
Cc1ccc(NC(=O)C23CCC(C)(C(=O)[C@H]2Br)C3(C)C)cc1 (some centres not stated) | -0.1 | 4 | -4 | / | / | -4 | -3 | -1
COC(=O)c1ccc(S(=O)(=O)NCc2ccco2)n1C | 0.0 | 0 | 4 | / | / | / | -7 | 0
CCC(=O)N(C)C[C@H]1Oc2cc(C#CCC(C)C)ccc2S(=O)(=O)N([C@H](C)CO)C[C@H]1C | -1.2 | -1 | 0 | -24 | 7 | 3 | 27 | 0
Cc1ccc(CC(=O)NCCC(=O)O)cc1 | 0.0 | 1 | -4 | 4 | -1 | 1 | 10 | 0
Cc1cc(C)c(S(=O)(=O)N(C)CC(=O)NCc2cccnc2)c(C)c1 | 0.2 | -2 | -1 | -3 | 7 | / | -2 | -1
CCc1nc(N2[C@H](C#N)[C@H](c3ccccc3-c3ccccc3C)[C@H]2CO)sc1C | 0.0 | 1 | 6 | / | / | -2 | 2 | 1
Cc1ccn(CCC(=O)N2CCc3ccccc32)n1 | 0.2 | -3 | -1 | -2 | -1 | 0 | -12 | 0
COc1ccc(NC(=O)Nc2cccc3c2O[C@@H](CN(C)S(=O)(=O)c2ccc(OC)cc2)[C@@H](C)CN([C@H](C)CO)C3=O)cc1 | 0.1 | 0 | -5 | -84 | -2 | 6 | -12 | 1
O=C(NC(=S)Nc1ccccc1F)c1ccc(Br)o1 | 0.0 | 8 | -6 | 3 | 0 | -1 | -57 | -4
CC1Cc2cc(/C(O)=C3/C(=O)C(=O)N(CCCn4ccnc4)C3c3ccc(F)cc3)ccc2O1 (configuration not stated) | 0.3 | 0 | 7 | 20 | 0 | -29 | -30 | -6
Cc1nnc2c(NCC(C)c3ccccc3)nc3ccccc3n12 (configuration not stated) | 0.0 | -2 | -6 | -17 | 3 | 0 | -11 | 0
O=C(O)C1=C(C(=O)Nc2cc(C(F)(F)F)ccc2Cl)CCCC1 | 0.0 | 1 | 7 | 10 | / | -15 | 11 | -4
O=C(NCCN1CCOCC1)c1ccc(Cl)c(S(=O)(=O)N2CCOCC2)c1 | 0.4 | -6 | -6 | 2 | 2 | / | 6 | -1

A section from further up, as a working copy:
Structure | XiGFP reactiv | ERAP1 HTS inh | S100A4 MyoIIA | Statin myotox sup | Cneo AK release | PGC1a acetyl inh | LGR2 inh | SIRT5 inh
O=C(O)C1=C(C(=O)Nc2cc(C(F)(F)F)ccc2Cl)CCCC1 | 0.0 | 1 | 7 | 10 | / | -15 | 11 | -4
O=C(NCCN1CCOCC1)c1ccc(Cl)c(S(=O)(=O)N2CCOCC2)c1 | 0.4 | -6 | -6 | 2 | 2 | / | 6 | -1

(more compounds)
Structure | XiGFP reactiv | ERAP1 HTS inh | S100A4 MyoIIA | Statin myotox sup | Cneo AK release | PGC1a acetyl inh | LGR2 inh | SIRT5 inh
CC(Sc1nnc(Cc2ccccc2)n1C)C(=O)NC1CC1 (configuration not stated) | 0.1 | 0 | 2 | 3 | 1 | / | 25 | -4
COc1ccccc1NC(=O)N(C)C[C@H]1OCc2ccccc2-c2c(n(C)c3ccccc23)C(=O)N([C@@H](C)CO)C[C@H]1C | 0.3 | 0 | 10 | 16 | -2 | -26 | 19 | -1
COc1cc(OC)c2c(-c3ccccc3)cc(=O)oc2c1C(CC(=O)N1CCOCC1)c1ccc(N(C)C)cc1 (configuration not stated) | -0.1 | -2 | -4 | 13 | 4 | 0 | / | -1
COCCCN(CCNC(=O)c1ccc(NC2=NC3CS(=O)(=O)CC3S2)cc1)Cc1ccco1 (configuration not stated) | 0.0 | 1 | 8 | -2 | -3 | 3 | -11 | 0
O=C(CCN1CCCCC1)NCC[C@@H]1CC[C@H](NC(=O)Cc2cccnc2)[C@@H](CO)O1 | 0.3 | / | / | 5 | -3 | 14 | -4 | -3
O=C(O)c1ccc(N/N=C/C=C/c2ccccc2[N+](=O)[O-])cc1 | 0.1 | -6 | 2 | -11 | 2 | -1 | -89 | 5
O=C(O)c1cnnc2ccccc12 | 0.0 | 1 | -1 | 1 | 2 | -7 | 26 | /
C=CCC1Cc2c(Br)cccc2C(CC=C)N1 (configuration not stated) | -0.3 | 4 | -1 | / | / | -1 | 21 | -2
COc1ccc(C(=O)N2CCN(C(=O)C3COc4ccccc4O3)CC2)cc1OC (configuration not stated) | 0.0 | 0 | 3 | 3 | -1 | 2 | 17 | -9
CC(C)C(=O)Nc1ccc2c(c1)C(=O)N(C)[C@@H]1CC[C@H](CC(=O)NCc3ccccc3F)O[C@@H]1CO2 | 0.2 | / | / | -9 | -1 | 6 | -3 | /
O=C(CN1CCc2ccccc2C1)NCC(=O)Nc1ccc(F)cc1 | 0.5 | -1 | -2 | / | / | -17 | 15 | 5
COc1ccc(NC(=O)Nc2ccc3c(c2)CC(=O)N([C@@H](C)CO)C[C@@H](C)[C@H](CN(C)C(=O)Nc2ccc(F)cc2)O3)cc1 | -1.2 | 3 | -1 | 5 | 1 | 10 | 4 | 1
Cc1ccc(NC(=O)c2ccccc2N(C)S(=O)(=O)c2ccccc2)c(C)c1 | 0.3 | -4 | 8 | -19 | -1 | -3 | 8 | /
Cc1cc2[nH]c(=O)c(=O)[nH]c2cc1S(=O)(=O)N1CCN(c2cccc(Cl)c2)CC1 | 0.5 | / | -1 | -1 | -1 | -16 | 3 | /
Cc1[nH]c2ccccc2c1/C=N/NC(=O)c1cc(C(C)(C)C)[nH]n1 | 0.8 | -4 | 4 | / | 6 | -2 | -11 | 4
O=S(=O)(c1cccs1)N1CCCCN2[C@H](CO)[C@@H](c3ccc(Br)cc3)[C@@H]2C1 | 0.3 | 3 | -1 | 21 | 54 | -33 | 8 | 3
Cc1ccc(SCC(=O)c2ccc(CC(=O)O)s2)cc1 | -0.1 | 1 | -13 | / | -3 | 2 | / | 12
O=C(NCCS(=O)(=O)NC1CCCC1)c1ccccc1 | -0.1 | 0 | -2 | 24 | -1 | -8 | -1 | 17*
CNC[C@H]1Oc2ncc(C#CC3(O)CCCC3)cc2C(=O)N([C@H](C)CO)C[C@H]1C | 0.1 | -2 | -10 | -6 | -4 | -2 | 4 | -1
Cc1cccc(/C=N/NC(=O)c2ccc3c(c2)OCCO3)c1O | 0.1 | 0 | 5 | -85 | -1 | / | 68* | 8
Cc1ccc(S(=O)(=O)N(C)C[C@@H]2Oc3c(NC(=O)Nc4ccc5c(c4)OCO5)cccc3C(=O)N([C@H](C)CO)C[C@@H]2C)cc1 | 1.0 | -6 | 4 | -30 | -1 | 3 | 11 | 15*
O=C(NNc1ccc(Cl)cc1)c1c(F)cccc1Cl | 0.2 | 2 | 6 | 11 | / | 8 | 11 | -1
C[C@@H]1CN([C@@H](C)CO)C(=O)c2cc(NC(=O)C3CC3)ccc2O[C@H]1CN(C)C(=O)Nc1cccc2ccccc12 | -1.1 | -2 | -11 | 11 | 4 | -1 | -1 | 3
OC[C@H]1[C@H]2c3ccccc3NC[C@H]2N1Cc1ccccc1Cl | -0.1 | 2 | 1 | 39 | -3 | 10 | 16 | 1
Cc1ccc2nc(-c3ccccc3)c(CC3CCCCC3)n2c1 | 0.0 | / | -3 | 4 | -1 | 8 | 24 | -3
C[C@@H]1CN([C@@H](C)CO)C(=O)c2c(c3ccccc3n2C)-c2ccccc2CO[C@H]1CN(C)C(=O)[C@@H](Cc1ccccc1)N(C)C | 0.3 | 1 | -2 | / | -4 | -5 | -1 | -2
COc1ccccc1C#Cc1ccc2c(c1)O[C@H](CN(C)Cc1cncnc1)[C@H](C)CN([C@H](C)CO)S2(=O)=O | -1.4 | -2 | 3 | -22 | 26 | 1 | 10 | -8
COc1cccc(-c2cc(C(=O)N3CCc4ccccc4C3)[nH]n2)c1 | 0.0 | -5 | -2 | -2 | -4 | / | -38 | -1
COC(=O)c1cc(C(=O)NNC(=O)c2ccc3c(c2)OCO3)cc([N+](=O)[O-])c1 | -0.1 | 1 | -6 | 1 | -1 | 5 | -5 | 4
Cc1cccc(OCC(=O)N/N=C/C=C/c2ccco2)c1 | 0.3 | 1 | -2 | / | -7 | -10 | / | -1
CC1(C)C2CCC(C2)C1(C)NC(=O)CNC1CCCCC1 (configuration not stated) | 0.0 | / | 2 | 19 | 4 | -2 | 6 | 8
O=C(C1=C[C@@H](c2ccc(C(F)(F)F)cc2)C[C@@H](OCCCCO)O1)N1CCN(Cc2ccccc2)CC1 | 0.1 | -2 | -1 | 4 | 0 | -1 | / | 3
COCCCNS(=O)(=O)c1ccc2[nH]c3c(c2c1)CCCCC3 | 0.2 | -1 | -4 | -45 | -1 | -15 | -18 | 0
Cc1ccc(C)c(NS(=O)(=O)c2cc(C(=O)NCCSC3CCCCC3)ccc2C)c1 | / | 2 | -2 | 6 | -1 | -12 | 5 | -3

Screening results from PubChem BioAssay.
